Bioassay records as filed in PubChem BioAssay.
BoNT-A LC inh2 = BoNT/A light chain protease inhibitors, primary screen, biochemical, flow cytometry, MLPCN library; inhibition, % at 10 µM; multiplex microsphere protease substrate cleavage; 360,000 tested, 0.17% active; Botulinum neurotoxin type A light chain protease (Clostridium botulinum A str. ATCC 3502); in the data active = inhibition above about 30%; inconclusive = no clear call, values can overlap the other calls; also: plate controls were buffer without enzyme for full effect and enzyme alone for no effect
BioA inh = M. tuberculosis BioA enzyme inhibitors, primary screen, biochemical, plate reader, single point, HTS | 7,8-diaminopelargonic acid synthase BioA (Mycobacterium tuberculosis) | 360,000 tested, 0.096% active | AID 602481, 2012 | inhibition, % at 9.99 µM | purified M. tuberculosis BioA enzyme; in the data active = inhibition above about 40%; inconclusive = no clear call, values can overlap the other calls
GDH-TPI inh = GDH-TPI coupling enzyme inhibitors, primary screen, artefact control for M. tuberculosis FBA inhibitor project, biochemical, absorbance, full deck; 360,000 tested, 1.2% active; inhibition, % at 4.8 µM; GDH-TPI coupled enzyme counterscreen, NADH absorbance;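 also: 0% = DMSO wells and 100% = wells lacking the enzyme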
UGM FP inh = M. tuberculosis UGM enzyme inhibitors, primary screen, biochemical, fluorescence polarization, single point | UDP-galactopyranose mutase (Mycobacterium tuberculosis (strain ATCC 25618 / H37Rv)), … | purified UGM, fluorescence polarization probe displacement | inhibition, % at 10 µM | 320,000 tested, 0.06% active | AID 504406, 2011; in the data active = inhibition above about 10%, passing the limit was not always enough; inconclusive = no clear call, values can overlap the other calls
Target sequence (P9WIQ1 whole entry, looked up): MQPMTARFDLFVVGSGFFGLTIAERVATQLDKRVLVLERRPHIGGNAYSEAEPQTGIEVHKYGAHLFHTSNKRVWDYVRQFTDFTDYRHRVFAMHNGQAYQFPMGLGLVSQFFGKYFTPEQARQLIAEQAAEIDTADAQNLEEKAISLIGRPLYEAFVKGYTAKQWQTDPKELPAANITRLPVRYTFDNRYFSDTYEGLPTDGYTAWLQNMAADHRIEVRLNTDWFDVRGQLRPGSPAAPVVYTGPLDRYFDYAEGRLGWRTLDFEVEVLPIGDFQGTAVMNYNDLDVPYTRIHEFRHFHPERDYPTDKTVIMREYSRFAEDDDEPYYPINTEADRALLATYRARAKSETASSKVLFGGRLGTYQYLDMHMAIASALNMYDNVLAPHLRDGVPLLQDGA
CCHFV vOTU inh = CCHFV vOTU protease inhibitors, primary screen, biochemical, Pep-AMC substrate, fluorescence; 370,000 tested, 0.55% active; AID 651958, 2012; Crimean-Congo hemorrhagic fever virus L polyprotein viral ovarian tumor (vOTU) protease …; inhibition, % at 11.5 µM; also: 0% = vehicle wells with enzyme and 100% = no enzyme wells
FBA Mtb inh = Mtb FBA enzyme inhibitors, primary screen, biochemical, fluorescence, strain H37Rv | Fructose-bisphosphate aldolase (Mycobacterium tuberculosis (strain ATCC 25618 / H37Rv)), … | purified M. tuberculosis FBA, fluorescence read-out | inhibition, % at 1 µM | 360,000 tested, 2.3% active | AID 588726, 2011; in the data active = inhibition above about 27%;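 also: 0% = vehicle and 100% = reference inhibitor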
Target sequence (P9WQA3 whole entry, looked up): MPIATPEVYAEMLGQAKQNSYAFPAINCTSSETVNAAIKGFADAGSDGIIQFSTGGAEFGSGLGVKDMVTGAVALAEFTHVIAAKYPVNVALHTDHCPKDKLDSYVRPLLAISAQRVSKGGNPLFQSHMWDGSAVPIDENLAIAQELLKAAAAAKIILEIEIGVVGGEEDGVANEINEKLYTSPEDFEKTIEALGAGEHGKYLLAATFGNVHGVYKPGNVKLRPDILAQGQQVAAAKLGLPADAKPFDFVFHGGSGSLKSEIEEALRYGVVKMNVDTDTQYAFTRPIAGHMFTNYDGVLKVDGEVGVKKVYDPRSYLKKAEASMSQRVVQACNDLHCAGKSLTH
BoNT F protease = BoNT/F light chain protease inhibitors, primary screen, biochemical, flow cytometry, MLPCN library. Multiplex microsphere protease cleavage assay. 360,000 tested, 0.22% active. inhibition, % at 10 µM; in the data active = inhibition above about 35%, passing the limit was not always enough; inconclusive = no clear call, values can overlap the other calls; also: plate controls were buffer without enzyme for full effect and enzyme alone for no effect
FadD28 FP inh = inhibitors of FadD28 bisubstrate probe binding, primary screen, biochemical, fluorescence polarization, single point; inhibition, % at 12.5 µM; 360,000 tested, 0.22% active; Mycobacterium tuberculosis FadD28 fatty-acid-AMP ligase; AID 588549, 2011; in the data active = inhibition above about 8.5%, passing the limit was not always enough; inconclusive = no clear call, values can overlap the other calls
PrPC TRFRET = inhibitors of human cell surface prion protein PrPC, primary screen, cell-based, TR-FRET; TR-FRET read-out; inhibition, % at 13.8 µM; 370,000 tested, 0.43% active; AID 720596, 2013; in the data active = inhibition above about 24%; also: 0% = median of the test wells and 100% = reference compound wells
Active calls of the source: *; ? = inconclusive; nt = not tested or not shown. Rule as the data show it, unless noted: active = inhibition above about 30%; inactive = the rest.

SMILES	BoNT-A LC inh2	BioA inh	GDH-TPI inh	UGM FP inh	CCHFV vOTU inh	FBA Mtb inh	BoNT F protease	FadD28 FP inh	PrPC TRFRET
Cn1c(=O)cc(OCCCC(=O)Nc2cccnc2)c2ccccc21	-1.8	9.3	-3	-0.9	-5	1	-2	2.6	2
Cn1c(=O)oc2cc(S(=O)(=O)NC3CCCc4ccccc43)ccc21 (stereo not drawn)	0.1	-0.9	7	0.4	21	-1	1	-0.3	1
CC1CC(C)CN(C(=O)c2ccc(-c3ccc([N+](=O)[O-])cc3)o2)C1 (stereo not drawn)	5.8	1.1	24	1.7	10	0	?	-1.8	-11
Cc1cccc(OCCCN2CCOCC2)c1C	-0.8	-1.5	-6	0.9	4	4	-32	-0.4	1
CC1CC(C)CN(C(=O)COC(=O)CN2C(=O)c3ccccc3C2=O)C1 (stereo not drawn)	-0.3	-1.4	-1	-3.0	1	-2	-9	-3.8	-3
NS(=O)(=O)c1cccc(NC(=O)COC(=O)COc2ccc3ccccc3c2)c1	0.0	nt	-2	0.4	-2	-3	-5	-14	7
O=C1NC(NS(=O)(=O)c2ccccc2)(C(F)(F)F)C(=O)N1CCc1ccccc1 (stereo not drawn)	1.3	-1.4	-1	2.6	15	-6	4	-4.2	4
CCN(CC)C(=O)Cn1cc(S(=O)(=O)CC(=O)Nc2ccc(F)cc2F)c2ccccc21	1.1	2.2	8	-2.0	-11	4	-1	-1.8	5
CCn1c(SCC(=O)Nc2oc(C)c3c(C)n[nH]c(=O)c23)nnc1-c1ccco1	0.0	nt	14	nt	-8	2	0	-1.4	-8
Cc1cc(NC(=O)c2cccc(F)c2)ncc1NC(=O)c1ccco1	-0.4	12	-3	0.0	7	-1	14	-0.3	-1
CCN(CC)C(=O)CC(c1ccc(F)cc1)c1ccco1 (stereo not drawn)	-0.4	-0.3	-6	5.2	3	2	-10	-1.0	-1
Cc1cccc(N2CCN(Cc3ccoc3)CC2)c1C	-1.3	nt	7	1.6	-8	2	-6	1.8	1
COc1ccc(S(=O)(=O)NCCSCc2ccco2)cc1C	-0.8	nt	-4	1.1	0	-1	-10	-4.8	-3
COc1ccc2nc(C)cc(Nc3ccc(C)cc3)c2c1	-1.9	3.6	11	2.6	6	-1	?	-4.5	10
Cc1cccc(N2CCN(Cc3ccc([N+](=O)[O-])o3)CC2)c1C	-5.0	-0.7	13	-0.1	10	1	?	-0.5	1
Cc1cccc(N2CCN(S(=O)(=O)c3ccc(Cl)nc3)CC2C)c1 (stereo not drawn)	-0.1	nt	3	-1.6	14	1	1	-2.0	-3
CNc1nc(CCN2C(=O)c3ccccc3C2=O)cs1	?	-0.9	3	-2.0	-2	-3	?	-0.4	0
Cc1cc(C)cc(NC(=O)Nc2cccc(S(N)(=O)=O)c2)c1	-0.4	0.8	-3	-0.1	6	-1	4	-3.4	-4
CS(=O)(=O)Nc1cccc(NC(=O)c2cccc3c(-c4cccnc4)coc23)c1	-0.2	-2.9	3	nt	nt	0	-5	-0.4	nt
C=CCn1c(SCC(=O)Nc2ccc(C(=O)O)cc2)nc2sc(C)c(C)c2c1=O	-0.3	-0.9	13	nt	24	3	-2	-2.3	8
C=CCN=C(NC#N)SCC(=O)NCc1ccccc1	1.3	-1.0	3	-2.4	3	1	-8	-0.8	-6
CCOC(=O)Oc1c(OC)cc(C(=O)O[C@@H]2C[C@@H]3CN4CCc5c([nH]c6cc(OC)ccc56)[C@H]4C[C@@H]3[C@H](C(=O)OC)[C@H]2OC)cc1OC	-0.3	0.0	-3	3.4	7	2	-37	-0.9	-12
COc1ccc(CCNC2CCCCCC2)cc1	-0.8	5.5	3	2.4	1	2	22	0.2	-8
COc1cc(C(=O)NCCNC(=O)c2cc(OC)c(C)c(OC)c2)cc(OC)c1C	1.4	6.5	-2	-0.5	2	-1	-6	-2.8	-9
COC(=O)CSc1nc2c(cnn2-c2ccc(Cl)cc2)c(=O)[nH]1	1.9	-3.5	-5	1.0	-10	3	12	0.9	-7
CCC(Sc1nc2ncccc2[nH]1)C(=O)NC1CCC(C)CC1 (stereo not drawn)	0.6	1.5	-8	-0.3	13	2	1	-2.2	6
CS(=O)(=O)Nc1ccccc1Oc1ccccc1	-0.2	-2.6	-10	-0.3	-8	2	-2	-3.4	-8
C=CCn1c(CNC(=O)c2ccco2)nnc1SCC(=O)c1ccc(F)cc1	-2.5	2.9	-11	0.0	-2	-3	25	-1.6	1
CCCNC(=O)N1[C@H]2CC[C@@H]1C(C(=O)OC)=C(c1ccc(OC)c(OC)c1)C2	0.1	-0.6	3	2.2	-12	-1	-8	1.2	-1
CN(Cc1cccs1)C(=O)C1CCN(S(=O)(=O)c2ccccc2)CC1	0.8	0.3	2	-2.7	15	3	-6	-0.3	-6

Compounds shown so far that contain four or more nitrogen atoms, in the order listed:
SMILES	BoNT-A LC inh2	BioA inh	GDH-TPI inh	UGM FP inh	CCHFV vOTU inh	FBA Mtb inh	BoNT F protease	FadD28 FP inh	PrPC TRFRET
CCn1c(SCC(=O)Nc2oc(C)c3c(C)n[nH]c(=O)c23)nnc1-c1ccco1	0.0	nt	14	nt	-8	2	0	-1.4	-8
C=CCN=C(NC#N)SCC(=O)NCc1ccccc1	1.3	-1.0	3	-2.4	3	1	-8	-0.8	-6
COC(=O)CSc1nc2c(cnn2-c2ccc(Cl)cc2)c(=O)[nH]1	1.9	-3.5	-5	1.0	-10	3	12	0.9	-7
CCC(Sc1nc2ncccc2[nH]1)C(=O)NC1CCC(C)CC1 (stereo not drawn)	0.6	1.5	-8	-0.3	13	2	1	-2.2	6
C=CCn1c(CNC(=O)c2ccco2)nnc1SCC(=O)c1ccc(F)cc1	-2.5	2.9	-11	0.0	-2	-3	25	-1.6	1

The listing picks up, repeating the four entries before the break.
SMILES	BoNT-A LC inh2	BioA inh	GDH-TPI inh	UGM FP inh	CCHFV vOTU inh	FBA Mtb inh	BoNT F protease	FadD28 FP inh	PrPC TRFRET
CS(=O)(=O)Nc1ccccc1Oc1ccccc1	-0.2	-2.6	-10	-0.3	-8	2	-2	-3.4	-8
C=CCn1c(CNC(=O)c2ccco2)nnc1SCC(=O)c1ccc(F)cc1	-2.5	2.9	-11	0.0	-2	-3	25	-1.6	1
CCCNC(=O)N1[C@H]2CC[C@@H]1C(C(=O)OC)=C(c1ccc(OC)c(OC)c1)C2	0.1	-0.6	3	2.2	-12	-1	-8	1.2	-1
CN(Cc1cccs1)C(=O)C1CCN(S(=O)(=O)c2ccccc2)CC1	0.8	0.3	2	-2.7	15	3	-6	-0.3	-6
CC(C)Cn1c(=O)c2ccccc2n2c(CCC(=O)NCc3ccccn3)nnc12	-4.0	-1.0	8	-1.9	-11	7	-6	0.2	8
O=C(CN1C2CCC1CC(O)(c1cccnc1)C2)Nc1ccc2c(c1)OCO2 (stereo not drawn)	0.7	-1.1	10	0.5	10	-1	10	-2.4	8
Cc1cc(C)n(Cc2ccc(NC(=O)c3nn(C)cc3[N+](=O)[O-])cc2)n1	1.7	0.3	-7	-4.4	-18	3	1	-0.3	-6
Nc1ccc(Oc2ccc(Cl)cc2)cc1	0.6	-0.1	16	-1.7	-12	0	-4	0.8	11
CN(/C=C/C(=C/C=[N+](C)c1ccccc1)OCCCS(=O)(=O)[O-])c1ccccc1	-0.7	nt	14	-1.2	-3	-5	7	-2.4	0
CCCCOC(=O)Nc1sc2nc(C)cc(C)c2c1-n1cccc1	0.1	0.9	5	-0.2	-1	6	3	-0.4	2
CN1CCCC1CCNS(=O)(=O)c1ccc(Br)cc1 (stereo not drawn)	-4.5	-0.3	2	2.1	0	-6	-59	-2.6	0
COC(=O)C1=C(c2ccc(F)cc2F)C[C@@H]2CC[C@H]1N2C(=O)NCCOc1ccccc1	0.0	-2.1	4	4.9	9	4	12	-2.4	-1
CCCCn1c(N)c(N(CC(C)C)C(=O)CN2C(=O)c3ccccc3C2=O)c(=O)[nH]c1=O	1.1	nt	6	-0.5	4	-4	3	0.2	-7
COc1ccc(Nc2c(CCc3ccccc3)nc3nc(C)cc(C)n23)cc1	-0.9	nt	nt	nt	17	nt	-9	nt	12
COC(=O)c1ccc(Sc2ccccc2NS(=O)(=O)c2ccc(C)cc2)nc1	-1.1	1.7	4	-1.5	-3	-2	10	-2.0	6
Cc1[nH]c(=O)[nH]c(=O)c1S(=O)(=O)N1CCN(c2ccccc2F)CC1	-1.0	2.4	3	0.3	-7	1	-3	0.4	-4
COCCNc1nc2ccccc2n2cnnc12	2.5	-1.9	7	0.4	-2	1	-13	0.0	-5
O=C(CC1C(=O)NCCN1C(=O)Nc1ccccc1)Nc1cc(Cl)ccc1Cl (stereo not drawn)	6.3	0.3	14	-0.2	-7	5	?	-3.2	5
COc1ccc(/C=N/NC(=S)NCCc2ccccc2)cc1	-2.8	0.2	9	-1.5	0	-1	-24	-0.5	7
Cc1cccnc1NC(=S)Nc1ccc(Br)cc1Cl	-2.4	1.1	3	0.6	-2	6	-6	-0.6	4
O=[N+]([O-])c1cc(Cl)ccc1N1CCN(c2ccccc2O)CC1	-1.0	nt	1	1.0	-1	0	4	-0.9	-7
CCOC(=O)c1ccccc1NC(=O)/C=C/c1cc(OC)c(OC)c(OC)c1	0.4	-0.9	3	-0.4	-8	-1	6	-1.4	-3
Cn1c(CNC(=O)CCNC(=O)c2ccc(F)c(F)c2)cc(=O)n(C)c1=O	1.7	-0.3	-1	-2.0	-4	10	-4	-0.9	6
Cc1ccc(NC(=O)CN(C)CC(=O)Nc2ccc(N3CCOCC3)cc2)c(C)c1	1.5	0.3	7	0.3	-16	0	6	-3.6	7
CSc1ncccc1C(=O)Nc1cccc(S(=O)(=O)N2CCOCC2)c1	-0.8	0.1	6	1.7	-4	-1	-6	-2.7	5
O=C(Cn1c(=O)oc2ccccc21)N(Cc1ccccc1)C1CCS(=O)(=O)C1 (stereo not drawn)	-0.8	4.8	8	-0.6	16	0	?	-2.7	1
Nc1nc2c(ncn2C2C[C@H](O)[C@@H](CO)O2)c(=O)[nH]1 (stereo partly drawn)	-0.3	-0.9	-7	0.0	-2	-2	-8	-4.1	9
CC(OC(=O)C1CCN(c2ccc(C(F)(F)F)cn2)CC1)C(=O)NC1CCCCC1C (stereo not drawn)	-2.2	1.6	1	3.1	5	-1	-5	0.3	4
CCOC(=O)C1=CCN(S(=O)(=O)c2cccc(Cl)c2)C1c1ccc(Br)cc1 (stereo not drawn)	0.3	-0.7	nt	nt	12	-2	2	-2.4	3
Cc1cc(Cl)ccc1OCC(=O)NCCOc1nc(N2CCOCC2)nc(N2CCOCC2)n1	1.1	-0.9	11	7.9	8	-1	8	-1.6	5
Cc1cccc(N/C(=N\S(=O)(=O)c2ccccc2)C(F)(F)F)c1	0.1	nt	2	1.3	14	2	-11	-0.3	-6
Cc1ccc(S(=O)(=O)CC2CSc3nc4ccccc4n32)cc1 (stereo not drawn)	-1.2	nt	-5	1.2	-8	0	-9	-3.1	14

Compounds as they come; overall some 4.8% were active at least once.
